# Screening data deposited in PubChem BioAssay by several laboratories.
# SIAE primary – blocks human sialic acid acetylesterase; actives 0.69% (n = 370,000); Q9HAT2; SIAE FP-Rh probe binding, fluorescence polarization; inhibition, % at 9.66 µM;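 active means inhibition above a cutoff: mean of compounds within the control limits plus 3 SD of those, cut at about 17% in these data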;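 further: 0% = plate median of compound wells and 100% = probe without SIAE protein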
# Target sequence (Q9HAT2 whole entry, looked up): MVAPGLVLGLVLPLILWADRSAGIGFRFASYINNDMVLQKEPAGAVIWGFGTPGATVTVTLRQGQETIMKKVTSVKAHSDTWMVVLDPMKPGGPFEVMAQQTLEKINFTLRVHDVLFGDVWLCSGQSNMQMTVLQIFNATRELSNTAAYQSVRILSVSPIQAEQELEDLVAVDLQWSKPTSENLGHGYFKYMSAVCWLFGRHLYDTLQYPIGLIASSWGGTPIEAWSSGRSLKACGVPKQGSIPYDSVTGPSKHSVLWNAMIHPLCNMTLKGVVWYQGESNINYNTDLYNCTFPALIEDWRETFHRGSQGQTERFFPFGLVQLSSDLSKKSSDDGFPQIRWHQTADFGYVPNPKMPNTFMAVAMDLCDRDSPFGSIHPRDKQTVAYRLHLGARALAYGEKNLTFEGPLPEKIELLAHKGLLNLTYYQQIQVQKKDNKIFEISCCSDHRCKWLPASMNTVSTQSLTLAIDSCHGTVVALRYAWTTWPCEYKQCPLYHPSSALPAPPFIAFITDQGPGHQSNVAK
# UHRF1 binding – UHRF1 methyl-DNA binding inhibition; UHRF1 binding to methylated oligo, TR-FRET; actives 0.75% (n = 370,000); Q96T88; AID 687016; inhibition, % at 4.4 µM; in the data active means inhibition above about 21%;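 further: UHRF1 SRA domain binding a hemimethylated CpG hairpin DNA probe; 0% = median of test compound wells and 100% = reference inhibitor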
# MBD2 DNA inh – blocks human MBD2 binding to methylated DNA | Q9UBB5 | TR-FRET, MBD2 binding to methylated oligonucleotide | inhibition, % at 4.4 µM | actives 0.31% (n = 370,000) | AID 686964; in the data active means inhibition above about 13%
# NPR1 activator – GC-A (human) enzyme activation; P16066; activation, % at 10 µM; AID 1671463; HEK293 GC-A cells, cGMP TR-FRET, EC30 ANP; 0% at EC30 ANP, 100% saturating ANP; actives 0.14% (n = 370,000); in the data active means activation above about 40%
# NPR2 activator – GC-B (human) receptor activation. HEK293-GC-B cells, CNP EC30, cGMP TR-FRET; 0% at EC30 CNP, 100% saturating CNP. activation, % at 10 µM. actives 0.11% (n = 370,000);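 active means activation at 10 µM reaching about 35% in either raw or pattern-adjusted values, limit read from the data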
# TCR CD3 inh – blocks the human TCR-CD3 interaction | inhibition, % at 9.4 µM | actives 0.37% (n = 360,000) | TAMRA-labeled TCR probe fluorescence, biochemical; in the data active means inhibition above about 19%;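 further: recombinant mutant TCR 2C K166C tagged with TAMRA read by polarization; 0% = receptor in buffer alone and 100% = receptor with positive control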
# HTRA1 inh – blocks human HTRA1 serine peptidase; Q92743; recombinant HTRA1, FP-rhodamine activity-based probe, fluorescence polarization; inhibition, % at 5.96 µM; actives 0.5% (n = 340,000); AID 504803; in the data active means inhibition above about 36%;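 further: 0% = enzyme with DMSO and 100% = wells lacking enzyme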
# Target sequence (Q92743 whole entry, looked up): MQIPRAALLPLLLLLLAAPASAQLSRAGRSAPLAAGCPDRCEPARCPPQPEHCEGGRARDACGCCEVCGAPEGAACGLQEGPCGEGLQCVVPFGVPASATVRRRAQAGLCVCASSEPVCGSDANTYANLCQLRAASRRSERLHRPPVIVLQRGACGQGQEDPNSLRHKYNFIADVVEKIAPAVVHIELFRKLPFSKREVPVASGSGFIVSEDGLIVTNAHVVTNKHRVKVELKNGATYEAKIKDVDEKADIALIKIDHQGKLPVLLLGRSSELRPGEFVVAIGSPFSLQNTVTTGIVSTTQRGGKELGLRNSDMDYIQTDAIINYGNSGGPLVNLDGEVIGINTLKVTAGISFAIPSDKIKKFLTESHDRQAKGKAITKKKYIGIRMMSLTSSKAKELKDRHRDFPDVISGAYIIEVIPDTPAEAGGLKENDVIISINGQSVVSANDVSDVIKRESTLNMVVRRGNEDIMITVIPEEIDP
# rCAG binder – r(CAG) repeat RNA binding | AID 651821 | actives 1.3% (n = 370,000) | inhibition, % at 3 µM | TO-PRO-1 dye displacement fluorescence;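 active means inhibition above the plate cutoff, the mean of all test compounds on that plate plus 3 SD, cut at about 35% in these data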;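 further: 0% = DMSO alone and 100% = 100 µM mitoxantrone as full dye displacement; higher means more dye released from RNA so lower well fluorescence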
# ABHD4 inh – ABHD4 (mouse) inhibition, primary FP screen; purified mABHD4, FP-Rh probe fluorescence polarization; Q8VD66; AID 720543; inhibition, % at 8.92 µM; actives 0.54% (n = 370,000);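 active means inhibition exceeding the mean over every tested compound plus 3 SD, cut at about 30% in these data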;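 further: 0% = plate median of compound wells and 100% = S159A mutant with DMSO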
#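 Material: mouse ABHD4 enzyme, wild type; Benchmarks: S159A mutant high control, sample median low control; Buffer or medium: HEPES pH 7.0, NaCl, Pluronic buffer; Signal: fluorescence polarization; Read-out: percent inhibition of probe binding, normalized to plate controls; Timing: pre-incubation 45 min, probe exposure 60 min, at 25 °C; Dosing: 8.92 µM, single dose.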
# PRMT1 inh – PRMT1 (human) inhibition, primary screen; recombinant PRMT1, activity-based probe fluorescence polarization; actives 1.3% (n = 370,000); Q99873; inhibition, % at 2.79 µM;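 active means inhibition above about 21% made by adding two undisclosed values, limit read from the data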
# Numbers without * were called inactive; . = not tested or not shown. This is a subset (hit frequency here may not be typical).
SMILES,SIAE primary,UHRF1 binding,MBD2 DNA inh,NPR1 activator,NPR2 activator,TCR CD3 inh,HTRA1 inh,rCAG binder,ABHD4 inh,PRMT1 inh
O=C(OCC(=O)c1c[nH]c2ccccc12)c1cncc(Br)c1,-2,0,-4,0,2,0,-29,12,-3,-1
Cc1cnc(C(=O)OC(C)C(=O)Nc2ccc(Cl)cn2)cn1 (stereo unspecified),3,2,2,4,3,12,-7,-2,5,-1
Cc1c(-c2ccn[nH]2)cc(NC(=O)c2ccc(Cl)cc2)c(=O)n1N,10,-6,1,9,-1,-4,.,-1,1,-4
CCCS(=O)(=O)c1nc(S(=O)(=O)c2ccc(C)cc2)c(NCCCN2CCOCC2)s1,3,4,5,-1,-1,4,-3,-2,-1,2
Cc1ccc(-c2cc(-c3nnc(SCC(=O)N(C)CCC#N)n3N)c3ccccc3n2)cc1,-1,3,0,1,1,-3,-1,3,-10,1
Nc1nn2c(-c3ccccc3)cc(=O)[nH]c2c1N=Nc1ccc(O)cc1,-2,-7,-4,0,-5,-1,20,19,18,-1
COc1cccc(CN2CCC(Oc3ccc(C(=O)NCc4ccccn4)cc3)CC2)c1O,4,0,-5,5,2,9,-2,-3,1,2
NNC(=O)CCc1nc2ccccc2[nH]1,-3,2,4,1,0,-7,.,-2,6,0
CCN(CC(=O)NC(C)C)C(=O)[C@@H](NC(=O)c1ccco1)C(C)C,-8,3,8,8,0,-5,6,-1,-9,4
Cc1nc(-c2ccccc2)nc2[nH]c(=O)n(-c3ccccc3)c(=O)c12,6,-1,-2,4,0,-2,0,6,-8,0
CC1(C)c2[nH]c3ccccc3c2C[C@H]2C(=O)N(Cc3ccccc3F)C(=O)N21,-2,2,0,11,2,4,-40,-1,-2,1
CC(C)N(Cc1ccccc1)C(=O)COC(=O)C1CCN(c2ccc(C(F)(F)F)cn2)CC1,3,0,-1,-1,-6,9,-19,-9,12,5
COc1cccc(CN(C(=O)c2cc3ccccc3oc2=O)C2CCS(=O)(=O)C2)c1 (stereo unspecified),-3,-2,4,-3,0,-1,0,0,5,3
Nc1ccc(Br)c[n+]1Cc1cccc2cccnc12,1,-3,1,-10,-10,-4,6,2,8,6
Cc1ccc(-n2nnnc2/C=C\Nc2cc(C)on2)cc1,-3,0,-3,3,3,-4,-4,-2,7,0
Cn1nnnc1SCC(=O)Nc1ccc(S(=O)(=O)N2CCOCC2)cc1,1,3,0,-1,-1,7,6,1,-4,-1
O=C(COC(=O)c1ccc(CO)cc1)NCc1cccs1,6,0,-2,4,-1,3,1,0,3,-1
Nc1ccc2nc(N)sc2c1,6,0,-1,-13,-2,3,4,2,6,0
CCOC(=O)N1CCN(Cc2nc3cc(NC(=O)C(C)C)ccc3n2C)CC1,2,5,-1,-8,3,-6,3,-4,-3,-3
Cn1c(-c2sc3cc(C(F)(F)F)cnc3c2-c2ccccc2)n[nH]c1=S,7,-3,-7,-6,-4,0,2,20,-2,11
COc1ccc(-c2nc(CS(=O)CC(=O)N3CCc4ccccc4C3)c(C)o2)cc1 (stereo unspecified),2,-4,-5,-3,-1,6,-1,0,6,14
Cc1noc(NS(=O)(=O)c2ccc(NC(=O)c3ccoc3C)cc2)c1C,0,0,2,0,3,5,-2,16,2,1
CCc1c(C(=O)NC2CCCCC2)[nH]c(C)c1C(C)=O,4,-1,5,0,-2,-1,0,-7,2,-2
Cn1c(O)c(N=NC(=O)CNC(=O)/C=C/c2ccccc2)c2ccccc21,-1,-10,-10,5,-2,-1,-2,6,3,2
CCc1cc(=O)oc2cc(OCC(=O)NCCCN3CCOCC3)c(Cl)cc12,-4,-2,2,-8,-6,5,4,-5,-1,-3
COC(=O)c1c(NC(=O)CSc2nnnn2C)sc(C)c1C,3,-1,-5,0,-6,6,-7,8,4,-1
COc1ccc2cc(C(=O)N3CCN(c4ccccc4OC)CC3)[nH]c2c1,11,-4,-8,-2,-2,-3,3,5,-2,3
CS(=O)(=O)c1nc2c(cc1C#N)CCCC2,0,1,-1,0,-6,11,18,3,3,-1
CC(C)(O)C(=O)NN(Cc1ccccc1)c1ccccc1,7,-3,-4,0,-2,7,7,0,1,1
COCCn1nnnc1CN(CCCN1CCOCC1)Cc1cc2c(C)ccc(C)c2[nH]c1=O,0,-4,-5,1,2,-1,5,2,3,0
Cn1c(=O)c2c(-c3ccccc3F)c3c(nc2n(C)c1=O)-c1ccccc1C3O (stereo unspecified),-3,-2,3,3,-1,2,1,1,0,1
CCOc1ccc(-c2nc(S(=O)(=O)c3ccccc3)c(NC)o2)cc1,-3,2,-1,-4,-10,-1,3,1,-3,-2
CC(C)=CCN1CCN(Cc2coc3ccc(C)cc3c2=O)CC1CCO (stereo unspecified),-4,-1,0,1,0,1,-2,-2,-3,2
CCN(CC)C(=O)C(=O)Nc1cccc(Br)c1,0,-1,2,-3,-2,6,-5,1,-3,0
CCOC(=O)Cn1c(C)cc(=O)c2cccc(C)c21,-4,0,3,7,4,-4,-2,2,-6,0
Cc1ccc(C)c(SCC(=O)N(C)C2CCS(=O)(=O)C2)c1 (stereo unspecified),6,-2,-2,1,1,5,1,2,-2,1

# Some of these compounds in order of count of non-hydrogen atoms, low to high.
SMILES,SIAE primary,UHRF1 binding,MBD2 DNA inh,NPR1 activator,NPR2 activator,TCR CD3 inh,HTRA1 inh,rCAG binder,ABHD4 inh,PRMT1 inh
Cc1ccc(C)c(SCC(=O)N(C)C2CCS(=O)(=O)C2)c1 (stereo unspecified),6,-2,-2,1,1,5,1,2,-2,1
COC(=O)c1c(NC(=O)CSc2nnnn2C)sc(C)c1C,3,-1,-5,0,-6,6,-7,8,4,-1
COc1ccc2cc(C(=O)N3CCN(c4ccccc4OC)CC3)[nH]c2c1,11,-4,-8,-2,-2,-3,3,5,-2,3

# Remaining list, next part.
SMILES,SIAE primary,UHRF1 binding,MBD2 DNA inh,NPR1 activator,NPR2 activator,TCR CD3 inh,HTRA1 inh,rCAG binder,ABHD4 inh,PRMT1 inh
NC(=O)c1ccc[n+](CC(=O)c2ccc(Br)cc2)c1,3,-6,-5,5,5,-1,-2,2,9,6
CCC1Nc2ncnc(N3CCN(c4ccccn4)CC3)c2N(Cc2ccc(Cl)cc2)C1=O (stereo unspecified),6,-2,2,-8,-9,6,-4,-3,-2,0
Cc1ccc(S(=O)(=O)N(CCC(=O)NCc2ccccc2F)c2ccccc2)cc1,-2,1,0,1,-2,14,-2,-2,3,2
O=C1c2ccccc2CC1(Cc1ccccc1)Cc1ccccc1,-4,0,2,-11,-7,12,-28,-3,-4,1
O=C(COc1ccc(/C=N/NS(=O)(=O)c2ccccc2)cc1)Nc1cccc(Cl)c1,-42,0,-10,-2,-9,0,-29,26,-43,2
Cc1cnc(C)c(N2CCC(C(=O)NCc3ccco3)CC2)n1,-4,1,4,3,6,4,0,-2,-3,-3
CCOc1ccc(CCNC(=O)CN2C(=O)NC3(CCCCC3)C2=O)cc1OCC,-5,-1,-4,1,-4,1,2,-5,-7,-6
COC(=O)c1ccccc1NC(=O)CSc1n[nH]c(CC(C)C)n1,-1,2,0,1,9,-3,4,-6,4,0
C[C@H](CO)N1C[C@H](C)[C@@H](CN(C)S(=O)(=O)c2ccc(Oc3ccccc3)nc2)OCc2cnnn2CCCC1=O,5,0,-2,3,2,1,1,3,8,0
O=C(/C=C/c1ccc(Cl)c(Cl)c1)NCCCn1ccnc1,0,-2,-3,2,-6,2,-8,3,0,1
C=C1c2cc(C)ccc2NC(=O)N1c1ccccc1,-3,0,0,3,6,-4,-4,0,2,2
CCOc1ccccc1N(C)C(=O)c1cn(CC)c(=O)c2cc(OC)c(OC)cc12,-1,-3,-6,-7,1,3,-1,-6,-2,-2
CCCC(=O)N1CCC1(C)C(=O)Nc1ccc(C)c(C)c1 (stereo unspecified),5,-3,1,1,2,2,.,0,-3,-1
Cc1ccc(NC(=O)c2ccc(OCC3CCCO3)cc2)cc1 (stereo unspecified),5,-1,-3,3,0,-6,-2,2,-5,-2
CCc1ccc(-c2csc3nc[nH]c(=O)c23)cc1,-1,2,3,-4,3,-4,3,-6,-8,-2
N#Cc1c(NC(=O)COC(=O)c2ccc(F)cc2)sc2c1CCC2,-2,1,-5,1,-2,5,2,0,4,0
COc1cccc(C(C(=O)NCc2ccccc2)N(C(=O)c2csnn2)C2CC2)c1 (stereo unspecified),9,3,-2,-10,-5,-15,-12,0,5,4
C#CCOCCOCCOCCNc1nc(N2CCOCC2)nc(N2CCN(C(=O)CCCCCCCCCCNC(=O)[C@H]([C@@H](C)CC)n3cc(CCCCN=C(N)N)nn3)CC2)n1,-2,1,-5,5,-4,1,-27,7,6,4
CCCNC(=O)C1(C)CCCN(Cc2cccc(Oc3ccccc3)c2)C1 (stereo unspecified),0,-1,2,-1,-4,4,.,-2,3,2
COc1cc(-c2cc3nc(NCCN(C)C)ccn3n2)cc(OC)c1OC,0,5,-3,-2,1,3,.,1,-2,-4
Cc1ccc(NC(=O)c2cc(S(=O)(=O)Nc3ccc(C)cc3)cs2)cc1,-100,-2,3,-13,-14,-3,-82,21,-114,-1
Cc1c(Cl)cccc1NC(=O)Cn1c(CCC(=O)O)ccc1-c1ccc(Cl)cc1,-3,3,-5,-3,-5,-2,10,9,2,8
CCOc1ccccc1-n1c(SCC(=O)N2CCCc3ccccc32)nnc1-c1cccnc1,-4,5,1,-13,-8,-4,2,-9,4,1
CC(=O)NS(=O)(=O)c1ccc(NS(=O)(=O)c2ccc(F)cc2)cc1,0,-1,3,0,3,-6,2,3,3,0
COc1ccc2c(c1)N=CN1CCc3c([nH]c4ccccc34)C3=NCC[C@@]321,-1,0,5,-38,-32,.,.,.,-2,2
Cc1ccccc1NC(=O)C1Cc2ccccc2CN1C(=O)c1ccco1 (stereo unspecified),0,4,3,-6,-5,4,-18,9,7,6
Cc1cc(NC(=O)CN2C(=O)NC(CC(C)C)C2=O)ccc1Br (stereo unspecified),-5,-2,-1,0,-1,6,8,2,-4,-2
Cc1cccc(NC(=S)NNC(=O)CCn2nc(C)c([N+](=O)[O-])c2C)c1,8,-3,-5,0,2,-5,-5,3,5,-2
CCOC(=O)c1cccc(Nc2ncnc3ccccc23)c1,-9,0,4,8,0,-9,-11,-1,10,9
COc1cc(/C=N/Nc2ccc(C(F)(F)F)cn2)cc(OC)c1O,18*,-5,-1,-17,-15,1,11,5,17,4
Cc1ccc(OCC(=O)NNC(=O)CSC(=S)N2CCCC2)cc1,-2,-2,-6,-1,-1,13,0,2,3,0
Cc1ccc(/C=C/C(=O)NC(=S)N2CCN(C)CC2)cc1,1,-1,-1,4,2,1,0,-2,-5,3
CCOC(=O)CSc1nc2ccc(NC(=O)CSc3nnnn3Cc3ccccc3)cc2s1,-2,-3,2,10,-4,-1,-8,14,-16,-4
O=C(CCCN1C(=O)c2cccc3cccc(c23)C1=O)N1CCN(c2ccccc2)CC1,-1,-5,2,-4,-4,8,-3,-2,-4,-3
COc1ccc(S(=O)(=O)N2CCOCC2)cc1C(=O)N1CCCCC1,2,2,2,1,-6,2,7,-4,2,3
Cc1cc(S(=O)(=O)NC2CC(C)(C)NC(C)(C)C2)c(Cl)cc1Cl,7,0,-3,3,-2,8,4,2,2,-1
CN(C)c1cccc(C(=O)OC(C(=O)Nc2ccc(Cl)cc2C(F)(F)F)c2ccccc2)c1 (stereo unspecified),-3,15,-1,-2,4,10,-11,8,9,0
